Screening data (PubChem BioAssay)
SR-BI HDL uptake: mouse SR-BI HDL lipid transfer inhibition; inhibition, % at 12.5 µM; 320,000 compounds, 0.96% hits; Q61009; ldlA[mSR-BI] CHO cells, DiI-HDL uptake fluorescence, 3 h;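 active means mean replicate inhibition of at least 70% and a set share of replicates each scoring 70 or more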;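 further: 0% = median of neutral control wells and 100% = median of positive control wells; values of inactives mirror those of a sister screen read the other way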
Target sequence (Q61009 whole entry, looked up): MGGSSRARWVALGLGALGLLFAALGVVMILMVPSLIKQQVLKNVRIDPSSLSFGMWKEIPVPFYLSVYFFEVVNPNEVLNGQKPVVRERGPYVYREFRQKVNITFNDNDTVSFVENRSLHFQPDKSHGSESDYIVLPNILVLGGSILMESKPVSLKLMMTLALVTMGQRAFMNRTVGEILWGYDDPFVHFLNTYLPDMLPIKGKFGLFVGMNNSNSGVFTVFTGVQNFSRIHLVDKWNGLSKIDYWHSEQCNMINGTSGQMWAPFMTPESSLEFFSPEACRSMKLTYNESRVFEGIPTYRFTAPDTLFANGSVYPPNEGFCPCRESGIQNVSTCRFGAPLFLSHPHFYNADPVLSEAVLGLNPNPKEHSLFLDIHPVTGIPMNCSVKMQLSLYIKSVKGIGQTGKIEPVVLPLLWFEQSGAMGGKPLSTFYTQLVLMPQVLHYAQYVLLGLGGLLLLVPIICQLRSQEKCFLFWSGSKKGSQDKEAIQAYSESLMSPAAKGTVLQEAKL
CAL PDZ FP-1: CAL PDZ (human) peptide binding inhibition | inhibition, % at 24.9 µM | purified CAL PDZ, TMR-peptide fluorescence polarization, 1 h | AID 602252 | Q9HD26 | 300,000 compounds, 0.92% hits;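 active means mean inhibition of at least 30% with at least half of replicates also reaching 30%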;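 further: 0% = DMSO neutral control and 100% = excess unlabeled competitor peptide PRC23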
AddAB inh: less growth of phage-infected E. coli with AddAB; E. coli expressing H. pylori AddAB, absorbance growth; inhibition, % at 11.9 µM; 330,000 compounds, 0.29% hits; AID 435030; in the data active means inhibition above about 12%;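 further: 0% = vehicle wells of infected cells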
phage Ecoli inh: E. coli growth loss with phage present | AID 651602 | 360,000 compounds, 0.26% hits | growth absorbance | inhibition, % at 11.9 µM; in the data active means inhibition above about 11%
Ecoli viability: reduces bacterial viability in AddAB counter-screen. E. coli V3065 growth, OD600 absorbance, 18 h. inhibition, % at 11.9 µM. 330,000 compounds, 0.27% hits;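 active means inhibition above the campaign's mean inhibition across all tested compounds plus 3 SD, cut at about 9.9% in these data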;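 further: uninfected addAB+ strain grown without phage in ampicillin broth; 0% = DMSO wells and 100% = ciprofloxacin 0.95 µg/ml wells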
MITF TRPM1 HTS: increases MITF-driven TRPM1 promoter luciferase signal; activation, % at 12.5 µM; SK-MEL-5 TRPM1-promoter luciferase, 24 h; % of positive control, neutral wells = 0; 300,000 compounds, 0.75% hits;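 active means mean activation of at least 80% with every replicate also reaching 80%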;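 further: 0% = neutral control wells and 100% = parthenolide positive control wells; values of inactives mirror those of a sister screen read the other way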
Wnt bcat act: activates Wnt/beta-catenin signaling in a reporter cell assay; activator, plate reader; activation, % at 9.35 µM; 300,000 compounds, 1.2% hits; AID 743398; in the data active means activation above about 30%, passing the limit was not always enough;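 further: 0% = neutral control wells and 100% = positive control wells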
SR-BI uptake up: activators of SR-BI mediated HDL lipid uptake; activation, % at 12.5 µM; 320,000 compounds, 0.096% hits; CHO ldlA[mSR-BI] cells, DiI-HDL uptake fluorescence, 3 h; 100 = double the neutral-control signal;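 active means mean replicate activation of at least 60% and every replicate at or above 60%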;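 further: 0% = median plate neutral-control signal and 100% = twice that signal; values of inactives mirror those of a sister screen read the other way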
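Assay system: CHO ldlA[mSR-BI] cells, LDL receptor-null, SR-BI overexpressing; medium: Ham's F12 with 0.5% BSA, HEPES 25 mM, pH 7.4; also added: DiI-HDL 10 µg/mL; timing: 3 h uptake period with compound, 37 °C; signal: DiI fluorescence, bottom read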
CAL PDZ FP-2: inhibitors of human CAL PDZ peptide binding; AID 504414; inhibition, % at 20 µM; Q9HD26; purified CAL PDZ, TMR-peptide fluorescence polarization, 1 h; 330,000 compounds, 0.02% hits;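 active means highest replicate inhibition of at least 40%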;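 further: plate controls were DMSO neutral control wells for no effect and unlabeled competitor peptide control wells for full effect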
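Read-out basis: mP drop reported as inhibition | Assay system: Tagged CAL PDZ protein CerCALP, purified | Benchmarks: Unlabelled peptide for full inhibition, DMSO wells as neutral | Schedule: 1 h incubation at room temperature before polarization reading | Buffer or medium: Sodium phosphate/NaCl buffer pH 7.4 with TCEP, IgG, Thesit | Doses: Single point, 20 µM | Measured by: Fluorescence polarization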
Tat transport: E. coli Tat transport inhibition | E. coli MC4100 TorA-mCherry Tat export, fluorescence | inhibition, % at 10 µM | 340,000 compounds, 0.036% hits | AID 488895;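 active means mean replicate inhibition at least 50% and at least half of replicates individually reaching 50%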;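 further: exported cargo escapes ClpAP degradation while cytoplasmic cargo is degraded and loses fluorescence; 0% = median of neutral control wells and 100% = median of NaSCN control wells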
The depositor's hits bear a star; / = no result given. Hits appear at their usual frequency; about 3.6% have a hit in one of these screens.

# | canonical_smiles | SR-BI HDL uptake | CAL PDZ FP-1 | AddAB inh | phage Ecoli inh | Ecoli viability | MITF TRPM1 HTS | Wnt bcat act | SR-BI uptake up | CAL PDZ FP-2 | Tat transport
1 | CC(=O)N1CCCc2cc(S(=O)(=O)N3CCCC(C(=O)Nc4ccccc4C)C3)ccc21 (centres undefined) | -19 | / | -0.8 | 1.1 | 0.2 | -3 | -1 | 19 | -0.2 | -3
2 | COc1ccc(O)c(CN2CCCC(N3CCN(c4ccccc4OC)CC3)C2)c1 (centres undefined) | 8 | -2 | -2.2 | 1.2 | -1.6 | -13 | -1 | -8 | 1.9 | 7
3 | COc1ccccc1-c1nnc(SCC(=O)c2ccc(C3CCCCC3)cc2)n1Cc1ccco1 | 9 | -3 | 1.9 | 1.3 | 1.9 | 8 | / | -9 | 0.1 | 2
4 | O=C(NNc1nc(-c2ccc(Cl)cc2)cs1)c1ccco1 | -17 | -4 | 4.0 | 7.2 | 4.0 | 34 | / | 17 | -0.5 | -5
5 | Cc1ccc(C(=O)NCC(=O)OCC(=O)c2ccc3c(c2)NC(=O)CO3)cc1 | 4 | 2 | 2.5 | 2.0 | 1.0 | 0 | -1 | -4 | -0.5 | 0
6 | O=C(NCCCN1CCCCC1)C1CCN(S(=O)(=O)N2CCC3(CC2)OCCO3)CC1 | -19 | 3 | 3.2 | 0.9 | 3.4 | 0 | -3 | 19 | -0.4 | -2
7 | O=C(O)c1oc2ccccc2c1CSCc1ccccc1 | -3 | 8 | -1.0 | 4.9 | 0.4 | 1 | -4 | 3 | -1.3 | -2
8 | COc1ccc(CNC(=O)[C@@H](NC(=O)C2CCN(C(=O)[C@@H](N)Cc3ccccc3)CC2)C(C)C)cc1 | -12 | -1 | 1.9 | 3.7 | -1.5 | 4 | -1 | 12 | 0.2 | 4
9 | Cc1cccc(C)c1OCc1cc(C(=O)N(C)CCc2ccccn2)no1 | 13 | -3 | 1.5 | 0.8 | 0.4 | -2 | 2 | -13 | -0.5 | 8
10 | O=C(Nc1ccc2c(c1)OCO2)N1CCN(c2ncccn2)CC1 | -8 | -3 | 2.5 | 3.3 | 0.5 | 24 | 5 | 8 | -1.9 | -5
11 | CCC(C)NCCOCCOc1ccc(Br)cc1 (centres undefined) | -26 | -2 | 2.9 | 4.3 | -1.5 | 11 | -2 | 26 | 0.4 | -2
12 | COC(=O)CSc1nc(C)cc(N2CCOCC2)n1 | -13 | -5 | 1.4 | -1.7 | 0.8 | 16 | 0 | 13 | 0.2 | 1
13 | O=C(COc1ccccc1)NCc1n[nH]c(=S)n1-c1ccccc1 | -9 | -4 | 1.1 | 2.4 | 0.6 | 4 | 1 | 9 | -1.1 | -1
14 | CC(C)(C)NC(=O)C(=O)NNC(=O)c1cccc(Br)c1 | -8 | / | -1.1 | 1.3 | -4.4 | 24 | 0 | 8 | -0.9 | -7
15 | CCOc1ccc(C(=O)NCC(c2ccco2)N2CCc3ccccc3C2)cc1 (centres undefined) | -3 | 1 | -0.4 | 2.1 | -1.6 | 6 | 6 | 3 | -1.7 | 1
16 | CCOC(=O)N1N=C(c2ccccc2)CC1(O)C(C)(F)F (centres undefined) | -12 | / | 2.9 | 1.2 | 1.7 | -4 | -2 | 12 | -0.8 | -9
17 | COc1cc2c3nnc(-c4ccc(F)cc4)c-3cn(Cc3ccc(F)cc3)c2cc1OC | -18 | / | 3.6 | 4.1 | 2.2 | -71 | -7 | 18 | 1.4 | 5
18 | CC(C)(CO)NC(=O)Nc1ccc(Cl)c(Cl)c1 | -11 | -4 | 2.9 | 3.0 | 0.8 | -5 | -2 | 11 | -0.9 | 0
19 | CC(/C=C1\SC(=O)N(CCCC(=O)O)C1=O)=C\c1ccccc1 | 6 | -6 | -2.1 | 1.1 | -1.5 | -85 | -17 | 22 | -0.8 | -4
20 | O=C(CN1CCN(c2ccc(Cl)cc2)CC1)Nc1cccc(F)c1 | -3 | -1 | 2.2 | 1.9 | -0.5 | 0 | / | 3 | 0.1 | -5
21 | COc1ccc(Cn2nnnc2C(C(C)C)N2CCc3ccccc32)cc1 (centres undefined) | -10 | -4 | 0.4 | 4.2 | 2.6 | 4 | -5 | 10 | -1.2 | -3
22 | CSCCC(NC(=O)c1ccco1)C(=O)N1CCCCCCC1 (centres undefined) | -16 | -4 | -0.3 | -0.2 | -0.5 | 11 | 0 | 16 | -2.4 | -15
23 | Cc1cccc(NC(=O)CC2CCC2)c1 | 4 | / | -1.2 | 0.7 | -1.6 | 17 | / | -4 | -0.9 | -6
24 | O=C(CSc1nc(-c2ccco2)cc(C(F)(F)F)n1)N1CCc2ccccc2C1 | 19 | -4 | 2.6 | 3.9 | 0.6 | -6 | / | -19 | / | 16
25 | COc1cc(C(=O)OCC(=O)NC(=O)c2cccn2C)ccc1OC(F)F | 46 | 0 | 1.3 | 0.7 | -0.2 | -12 | -1 | -46 | -3.0 | 2
26 | O=C(N[C@@H](Cc1ccccc1)C(=O)NC1CCCCC1)c1ccco1 | -21 | 9 | 1.0 | 1.4 | -1.1 | / | -5 | 21 | -0.2 | 3
27 | CCOC(=O)CSc1nnc(CNC(=O)c2ccc(OC)cc2OC)n1-c1ccc(OC)cc1 | 24 | 1 | 1.3 | 0.7 | -1.3 | -18 | / | -24 | -0.1 | -3
28 | Cc1cc2c(cc1C)NC(CC(=O)NCc1ccccc1)C(=O)N2 (centres undefined) | 7 | / | 2.5 | 2.4 | 3.5 | 59 | -1 | -7 | -2.4 | -2
29 | O=C(CCC1COc2ccccc2O1)Nc1ccccn1 (centres undefined) | 0 | -4 | 3.9 | 0.6 | 1.4 | 6 | / | 0 | -1.2 | -8
30 | Cn1c(=O)[nH]c(Nc2ccc(F)cc2)c([N+](=O)[O-])c1=O | -2 | 0 | -1.1 | 3.1 | -0.3 | -8 | / | 2 | -0.8 | 5

New compounds follow
| cpd | Structure | SR-BI HDL uptake | CAL PDZ FP-1 | AddAB inh | phage Ecoli inh | Ecoli viability | MITF TRPM1 HTS | Wnt bcat act | SR-BI uptake up | CAL PDZ FP-2 | Tat transport |
| --- | --- | --- | --- | --- | --- | --- | --- | --- | --- | --- | --- |
| 31 | C/C(=C/c1ccccc1)C(=O)N1CCC(C)CC1 | -17 | -1 | 2.9 | 1.2 | -3.0 | 15 | 3 | 17 | -31 | 0 |
| 32 | COc1cc(-c2noc(C)c2C#Cc2ccc(N)cc2)cc(OC)c1OC | 30 | 2 | 1.6 | 2.3 | 0.3 | -20 | -16 | -30 | 0.0 | 0 |
| 33 | COc1ccc(N2CC(C(=O)NC3=NCCS3)CC2=O)cc1 (centres undefined) | -12 | / | 3.2 | 2.0 | 1.9 | -3 | -1 | 12 | -1.6 | 1 |
| 34 | COc1ccc(C(=O)NC2CCN(CC(=O)Nc3cccc(OC)c3)CC2)cc1 | 26 | -1 | 2.6 | 0.8 | -1.7 | -14 | 1 | -26 | -0.5 | 2 |
| 35 | CN(C)C(CNC(=O)c1c(F)cccc1Cl)c1ccco1 (centres undefined) | / | 1 | 2.4 | 0.4 | 0.4 | / | 0 | / | -2.6 | -1 |
| 36 | O=C(/C=C/c1cc([N+](=O)[O-])ccc1OC(F)F)Nc1ccc(OC(F)F)cc1 | 31 | / | 2.5 | 2.7 | -2.1 | 4 | -4 | -31 | -0.6 | -5 |
| 37 | Cc1cc(C)c2[nH]c(O)c(N=NC3=NC(=O)CS3)c2c1 | / | -1 | 0.5 | 2.4 | 2.7 | 17 | 5 | / | -3.5 | 0 |
| 38 | CC(=O)Nc1ccc(NC(=O)CSc2ccc(-c3ccc(-n4ccnc4)cc3)nn2)cc1 | -10 | -5 | 1.4 | -5.3 | 1.9 | -3 | 3 | 10 | -1.8 | -2 |
| 39 | Cn1cc(S(=O)(=O)N2CCNCC2)cc1C(N)=O | -14 | / | 0.5 | 1.5 | 1.1 | 3 | -4 | 14 | -0.6 | 2 |
| 40 | Cc1cc2ccccc2c(=O)n1CC(=O)Nc1ccc2c(c1)OCO2 | / | 1 | 1.1 | 4.0 | -0.7 | -4 | / | / | -2.7 | 1 |
| 41 | Oc1cccc(/C=N/Nc2ccc(Cl)nn2)c1 | 16 | -2 | -0.9 | 1.7 | 2.4 | 57 | 6 | -16 | -1.4 | 9 |
| 42 | O=C(CSc1nnc(C2CC2)n1CC1CCCO1)Nc1ccc(Cl)cc1 (centres undefined) | -16 | / | 2.5 | 2.7 | 1.3 | 15 | -2 | 16 | -1.2 | 6 |
| 43 | COc1ccccc1C(=O)NCCNC(=O)c1ccco1 | -2 | -2 | 4.3 | 1.2 | 0.8 | 5 | -5 | 2 | -0.3 | -3 |
| 44 | Cc1cc(/C=C2/SC(=O)N(CC(=O)OC(C)C)C2=O)c(C)n1C | 19 | -1 | -1.1 | 2.0 | -1.7 | 98* | 33* | -19 | -2.2 | -6 |
| 45 | COc1ccc(F)c(CN2CCC(n3nccc3NC(=O)C3CCOC3)CC2)c1 (centres undefined) | -36 | 1 | 0.7 | 1.3 | -1.4 | 15 | 1 | 36 | -1.3 | 8 |
| 46 | O=C1NCCOC(=O)[C@H](Cc2ccc(F)cc2)CC/C=C/C[C@@H]1CC(=O)N(CCO)Cc1ccccc1 | 5 | -1 | 2.2 | -0.3 | -1.3 | -9 | -1 | -5 | -0.3 | -4 |
| 47 | Cc1nn(Cc2ccc(Cl)cc2Cl)c(C)c1NC(=O)c1nn(C)cc1Cl | 31 | 0 | 2.8 | 1.3 | 1.2 | -8 | / | -31 | -0.6 | 5 |
| 48 | COc1ccc(OC)c(NC(=O)Cc2coc3ccc4ccccc4c23)c1 | / | -7 | 4.8 | 3.9 | 1.2 | -8 | / | / | -3.8 | 7 |
| 49 | CNC(=O)COC(=O)/C=C/c1cn(-c2ccccc2)nc1-c1ccc2c(c1)OCCO2 | -26 | -6 | 1.0 | 1.5 | -1.4 | -9 | 1 | 26 | -0.8 | 4 |

Ordered by length of the SMILES (rising): some entries from above.
| cpd | Structure | SR-BI HDL uptake | CAL PDZ FP-1 | AddAB inh | phage Ecoli inh | Ecoli viability | MITF TRPM1 HTS | Wnt bcat act | SR-BI uptake up | CAL PDZ FP-2 | Tat transport |
| --- | --- | --- | --- | --- | --- | --- | --- | --- | --- | --- | --- |
| 41 | Oc1cccc(/C=N/Nc2ccc(Cl)nn2)c1 | 16 | -2 | -0.9 | 1.7 | 2.4 | 57 | 6 | -16 | -1.4 | 9 |
| 49 | CNC(=O)COC(=O)/C=C/c1cn(-c2ccccc2)nc1-c1ccc2c(c1)OCCO2 | -26 | -6 | 1.0 | 1.5 | -1.4 | -9 | 1 | 26 | -0.8 | 4 |
| 46 | O=C1NCCOC(=O)[C@H](Cc2ccc(F)cc2)CC/C=C/C[C@@H]1CC(=O)N(CCO)Cc1ccccc1 | 5 | -1 | 2.2 | -0.3 | -1.3 | -9 | -1 | -5 | -0.3 | -4 |
